Screening data from PubChem.
PolyA inh = polyadenylation inhibitors in yeast reporter cells, primary screen, luminescence, S. cerevisiae | S. cerevisiae SKY197-pL101 polyadenylation reporter, beta-gal luminescence; efflux-impaired pdr1/pdr3 knockout yeast; score 100 = 6 SD above DMSO | calls only at 12 µM | AID 1875, 2009 | actives 0.02% (n = 300,000);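 active = lowest replicate activity score at least 50, where 100 means six control SD above control mean; inconclusive = lowest score under 50 but half or more replicates reach 50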;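 also: yeast exposed to compound for 9 h at 30 °C; higher score means more reporter readthrough which indicates perturbed polyadenylation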
GSK3beta inhib = human GSK3beta kinase inhibitors, primary screen, biochemical, cell-free homogeneous, HTS | Glycogen synthase kinase-3 beta (Homo sapiens), P49841 | GST-GSK3beta kinase, ADP-Glo luminescence, 60 min; active compounds read low | actives 0.038% (n = 300,000) | activity score (negative = inhibition), % at 10 µM;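 active = more than half of replicate wells score below -50%, meaning over 50% inhibition versus plate controls; inconclusive = some replicates but at most half score below -50%; inactive = no replicate scores below -50%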;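 also: 0% = median DMSO wells and -100% = median GW8510 positive control wells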
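Test system: GST-fused GSK3beta enzyme, cell-free | Quantity: 1.6 ng GST-GSK3beta enzyme per well | Reagent: 25 µM ATP with peptide substrate | Schedule: 60 min enzyme reaction, room temperature | Signal: Luminescent ADP-Glo measurement of ADP formed | Read-out basis: Score relative to plate controls | Control set: DMSO and 20 µM GW8510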
GSK3A inh = blockers of GSK3A enzyme activity – biochemical, luminescence, cell-free homogeneous, HTS, primary screen; Glycogen synthase kinase-3 alpha (Homo sapiens), P49840; AID 2650, 2010; inhibition, % at 10 µM; actives 0.1% (n = 320,000); GSK-3 alpha kinase, ADP-Glo luminescence, 60 min;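 in the data active = inhibition above about 50%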;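 also: GST-tagged GSK-3 alpha with peptide substrate and 25 µM ATP; 0% = DMSO neutral wells and 100% = GW8510 positive control wells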
KCNQ1 block = inhibitors of human KCNQ1 channel, primary screen, cell-based, thallium flux, high-throughput; Potassium voltage-gated channel subfamily KQT member 1 (Homo sapiens), P51787; CHO-K1 KCNQ1, FluxOR thallium flux fluorescence; active compounds read high; B-score at 10 µM; actives 1.3% (n = 310,000); AID 2642, 2010;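 active = compounds whose thallium flux B-score, printed positive for inhibition, exceeds three library SD while starting fluorescence stays within three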;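 also: channel opened by potassium depolarization with thallium stimulus after 20 min compound exposure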
HDAC3 inh = HDAC3 deacetylase inhibitors, primary screen, biochemical, fluorescence, cell-free homogeneous; inhibition, % at 8.3 µM; recombinant HDAC3, fluorogenic peptide/trypsin coupled; actives 0.15% (n = 320,000); Histone deacetylase 3 (Homo sapiens), O15379; in the data active = inhibition above about 26%, passing the limit was not always enough; inconclusive = no clear call, values can overlap the other calls
Target sequence (O15379 whole entry, looked up): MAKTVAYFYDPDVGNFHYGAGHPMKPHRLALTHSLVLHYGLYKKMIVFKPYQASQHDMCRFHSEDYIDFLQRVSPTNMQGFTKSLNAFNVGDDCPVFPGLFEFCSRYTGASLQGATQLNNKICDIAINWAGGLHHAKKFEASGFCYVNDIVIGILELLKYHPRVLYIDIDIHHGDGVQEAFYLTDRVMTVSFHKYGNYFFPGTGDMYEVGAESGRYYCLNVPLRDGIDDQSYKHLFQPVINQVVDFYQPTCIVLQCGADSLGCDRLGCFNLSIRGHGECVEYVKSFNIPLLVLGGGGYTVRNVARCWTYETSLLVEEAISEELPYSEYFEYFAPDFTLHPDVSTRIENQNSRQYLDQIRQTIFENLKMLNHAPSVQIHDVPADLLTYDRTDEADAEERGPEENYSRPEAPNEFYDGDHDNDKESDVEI
Dyrk1A ADPGlo = rat Dyrk1A kinase inhibitors, primary screen, biochemical, single point, plate reader; ADP-Glo luminescence, NFATc1 peptide; inhibition, % at 12.5 µM; actives 0.43% (n = 310,000); in the data active = inhibition above about 50%;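 also: plate controls were vehicle with enzyme for no effect and no enzyme for full effect; many of its hits are not listed in these tables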
hERG protect = hERG rescue from dofetilide block, primary screen, cell-based, CHO-hERG, FluxOR thallium flux, dofetilide IC70; Voltage-gated inwardly rectifying potassium channel KCNH2 (Homo sapiens), Q12809; dofetilide IC70 present; activation (rescue from dofetilide block), less the hit threshold, % at 10 µM; actives 0.51% (n = 310,000); AID 1511, 2009;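 active = activation above the mean of controls blocked by dofetilide plus 5 SD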;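 also: thallium influx through hERG after potassium depolarization seen as dye fluorescence rise; in these data hits start at about 4.7%; inactives centre near -7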
KCNK3 inh = human KCNK3 channel inhibitors, primary screen, CHO cells, FluxOR thallium flux, B-score | Potassium channel subfamily K member 3 (Homo sapiens), O14649 | FluxOR fluorescence; active compounds read low | B-score at 10 µM | actives 0.84% (n = 340,000) | AID 602410, 2012;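 active = B-score under library mean minus 4 SD, starting fluorescence ratio at most library mean plus 5 SD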;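 also: more negative B-score means stronger inhibition of thallium flux through KCNK3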
Target sequence (O14649 whole entry, looked up): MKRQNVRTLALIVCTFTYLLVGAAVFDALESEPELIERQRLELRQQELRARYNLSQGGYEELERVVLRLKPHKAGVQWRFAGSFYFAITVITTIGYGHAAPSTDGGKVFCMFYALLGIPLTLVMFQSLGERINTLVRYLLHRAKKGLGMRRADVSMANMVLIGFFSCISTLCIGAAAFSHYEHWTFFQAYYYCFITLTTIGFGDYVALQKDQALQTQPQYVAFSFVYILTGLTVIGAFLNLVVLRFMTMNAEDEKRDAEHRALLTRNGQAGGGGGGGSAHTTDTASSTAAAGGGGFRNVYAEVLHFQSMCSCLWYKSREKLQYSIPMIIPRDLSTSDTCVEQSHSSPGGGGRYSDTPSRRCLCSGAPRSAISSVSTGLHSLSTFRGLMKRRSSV
KCNK9 block = KCNK9 potassium channel inhibitors, primary screen, HEK293 cells, thallium flux; B-score at 10 µM; Potassium channel subfamily K member 9 (Homo sapiens), Q9NPC2; FluxOR thallium flux fluorescence; active compounds read low; AID 488922, 2010; actives 1.2% (n = 310,000);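 active = ratio B-score over 3 SD below the library mean, with starting fluorescence within 5 SD of its mean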;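 also: negative B-score means less thallium flux so channel inhibition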
KCNQ1 pot = potentiators or activators of KCNQ1 channel, primary screen, cell-based, thallium flux, high-throughput | actives 0.35% (n = 310,000) | AID 2648, 2010 | B-score at 10 µM | CHO-K1 KCNQ1, thallium flux FluxOR fluorescence; active compounds read high | Potassium voltage-gated channel subfamily KQT member 1 (Homo sapiens), P51787;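 active = fluorescence ratio B-score, a plate-corrected score, at least three library SD, with initial intensity B-score within 5 SD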
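Medium – assay buffer, equal DMSO in all wells · Material – CHO-K1 cell line with stable KCNQ1 potassium channel expression · Signal – kinetic FluxOR thallium fluorescence, 10-s 1-Hz baseline, 110-s post-stimulus read · Compound – single concentration per compound, DMSO matched to controls · Schedule – 37 °C overnight plating, 90-min dark dye load, 20-min compound pretreatment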
RGS4 act = RGS4 potentiators or activators, primary screen, cell-based, HEK293 M3R inducible RGS4, calcium flux. AID 463111, 2010. actives 0.92% (n = 310,000). carbachol calcium flux Fluo4; active compounds read low. B-score at 10 µM;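 active = B-score of the integrated calcium signal more than 4 SD below the library mean, with starting fluorescence not abnormally high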;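 also: negative B-score means reduced calcium response which marks RGS4 activation or potentiation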
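Reagent: ECmax carbachol challenge; Test system: M3R-expressing HEK293 line, RGS4 induced by doxycycline; Schedule: overnight RGS4 induction, 30 min dye load 37 °C, 20 min compound RT; Detection: calcium dye Fluo4 fluorescence; Read-out: Agonist-evoked peak-minus-minimum fluorescence over baseline, integrated ratio, B score.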
Active calls of the source: *; i = inactive; ? = inconclusive; . = no result given. Some of the compounds tested. The share of hits here may be higher or lower than overall.

structure,PolyA inh,GSK3beta inhib,GSK3A inh,KCNQ1 block,HDAC3 inh,Dyrk1A ADPGlo,hERG protect,KCNK3 inh,KCNK9 block,KCNQ1 pot,RGS4 act
N#CC(=C1SC=CS1)c1nc(-c2ccccc2)cs1,i,-1,-2,i,-3,30,0,i,i,i,i
C=CCn1c(SCc2cc(=O)n3ccsc3n2)nc2cc(Cl)ccc2c1=O,i,3,0,i,3,0,-9,i,i,i,i
CCCNC(=O)C1CC(=O)N(c2ccc(OCc3ccc(Cl)cc3)cc2)C1 (configuration not stated),i,-1,0,i,3,-6,-5,i,i,i,i
COc1cccc(CNC(=O)CCCCCn2c(=S)[nH]c3ccc(N4CCOCC4)cc3c2=O)c1,i,1,.,i,.,.,-4,.,i,i,i
COc1ccc(CCn2c(C)cc(C(=O)COC(=O)c3cnccn3)c2C)cc1,i,1,0,i,2,-2,-9,i,i,i,i
Cc1oc2c(O)c(O)ccc2c(=O)c1-c1ccc(Cl)cc1,i,1,-2,i,7,2,-11,i,i,i,i
COc1cccc(NC2c3ccccc3C(=O)N2Cc2ccccc2Cl)c1 (configuration not stated),i,0,-2,i,.,-3,-13,i,i,i,i
CCOC(=O)C1=C(C)N(CCCC(=O)O)C(=O)NC1c1ccc(C(F)(F)F)cc1 (configuration not stated),i,-4,.,i,.,.,-9,.,i,i,i
COC(=O)Cn1c(O)c(N=NC(=O)OC)c2ccccc21,i,0,2,i,5,-2,-10,i,i,i,i
CCOc1ccc(Cl)cc1S(=O)(=O)n1cnc2cc(C)c(C)cc21,i,-1,0,i,1,-1,-4,i,i,i,i
COc1cc2c(cc1OC)C(Nn1cnnc1)=NC1(CCCC1)C2,i,2,-1,i,1,-3,-6,i,i,i,i
COc1ccccc1S(=O)(=O)Cc1ccc(C(=O)NC2CCCCCC2)o1,i,-3,-2,i,4,-8,-9,i,i,i,i

Retrieved one by one from the list above:
structure,PolyA inh,GSK3beta inhib,GSK3A inh,KCNQ1 block,HDAC3 inh,Dyrk1A ADPGlo,hERG protect,KCNK3 inh,KCNK9 block,KCNQ1 pot,RGS4 act
COc1ccc(CCn2c(C)cc(C(=O)COC(=O)c3cnccn3)c2C)cc1,i,1,0,i,2,-2,-9,i,i,i,i
CCOC(=O)C1=C(C)N(CCCC(=O)O)C(=O)NC1c1ccc(C(F)(F)F)cc1 (configuration not stated),i,-4,.,i,.,.,-9,.,i,i,i
COc1cccc(CNC(=O)CCCCCn2c(=S)[nH]c3ccc(N4CCOCC4)cc3c2=O)c1,i,1,.,i,.,.,-4,.,i,i,i

Additional results.
structure,PolyA inh,GSK3beta inhib,GSK3A inh,KCNQ1 block,HDAC3 inh,Dyrk1A ADPGlo,hERG protect,KCNK3 inh,KCNK9 block,KCNQ1 pot,RGS4 act
CC(C)CCNC(=O)COc1cccc2c1OC(C)(C)C2,i,5,-3,i,-6,2,-3,i,i,i,i
Cc1c(C(=O)O)nn(-c2ccccc2)c(=O)c1C#N,i,0,-1,i,-5,3,-11,i,i,i,i
O=S(=O)(CC(CN1CCCCC1)N1CCCCC1)c1ccc2ccccc2c1 (configuration not stated),i,-2,.,i,.,2,-13,i,i,i,i
COCCNc1cnn(-c2ccccc2)c(=O)c1Cl,i,1,3,i,-5,-3,-1,i,i,i,i
O=C(CSc1nc2ccccc2c(=O)n1-c1ccccc1)N/N=C/C=C/c1ccccc1[N+](=O)[O-],i,0,0,i,.,0,-16,-9.1*,i,i,i
CN1C(=O)/C(=C2\SC(=S)N(C(CCC(=O)O)C(=O)O)C2=O)c2ccccc21 (configuration not stated),i,-2,-4,i,12,2,-2,i,i,i,i
Cc1ccc(NC(=O)C2CCCN(S(=O)(=O)c3ccc4[nH]c(=O)ccc4c3)C2)c(C)c1 (configuration not stated),i,-2,.,i,.,-2,-8,i,i,i,i
CCN(CC)CCNc1nc(-c2ccccc2)c2c(c1C#N)CC(C)(C)OC2,i,4,-1,i,4,0,-10,i,i,i,i
CSc1nnc2ccc(-c3cccs3)nn12,i,1,1,i,-3,17,-11,i,i,i,i
COc1ccc(Cn2nnnc2C(c2cc3cccc(C)c3[nH]c2=O)N2CCN(C)CC2)cc1 (configuration not stated),i,-1,2,i,8,1,-8,i,i,i,i
O=C(CSc1nc2ccccc2c(=O)n1-c1ccccc1)N1CCN(CCO)CC1,i,2,.,i,-3,8,-11,i,i,i,i
CC1=NN(C(N)=S)C(=O)C1N=Nc1ccc(F)cc1 (configuration not stated),i,-3,.,i,.,.,-6,i,i,i,i

Remaining list, next part:
structure,PolyA inh,GSK3beta inhib,GSK3A inh,KCNQ1 block,HDAC3 inh,Dyrk1A ADPGlo,hERG protect,KCNK3 inh,KCNK9 block,KCNQ1 pot,RGS4 act
O=C(OCc1nnc(-c2ccccc2)o1)c1cc2ccccc2cc1O,i,-6,6,i,-5,-6,-27,i,i,i,i
CC(C)(C)NC(=O)C1N(c2cccnc2)C(=O)C2C(C(=O)Nc3ccccc3F)C3(C)C=CC21O3 (configuration not stated),i,-3,2,i,.,0,-20,i,i,i,i
Cc1ccc(C(=O)N2CCCC(C(=O)c3cc(F)ccc3F)C2)s1 (configuration not stated),i,-5,-1,i,-3,12,-8,i,i,i,i
CC(C)c1onc(C(=O)Nc2ccc3c(c2)OCO3)c1[N+](=O)[O-],i,1,-1,i,?,-4,-7,i,i,i,i
CCN(CC)C(=O)C1CCCN(C(=O)c2cc(COc3ccc4ncccc4c3)on2)C1 (configuration not stated),i,-1,3,i,4,2,-12,i,i,i,i
COc1ccc(S(=O)(=O)N(C)C)cc1NC(=O)Cc1cccs1,i,1,-15,i,2,2,-3,i,i,i,i
COC(=O)c1nn(C23CC4CC(CC(C4)C2)C3)c2c1C(=O)N(c1ccc(Br)cc1)C2=O,i,1,-1,6*,1,6,-10,i,i,i,i
COc1cc2c(cc1OC)C(c1ccc(-c3ccc(Cl)c(Cl)c3)o1)=NCC2,i,2,-2,i,3,0,-37,i,i,i,i
Cc1ccc(-n2[nH]c(C)c(/C=N/Nc3ccc([N+](=O)[O-])cc3[N+](=O)[O-])c2=O)cc1,i,1,.,7*,.,3,-9,i,i,i,i
Cc1cccc(/C=C/c2onc(C)c2S(=O)(=O)N2CCC(C(=O)N3CCCCC3)CC2)c1,i,2,-2,i,3,3,-10,i,i,i,i
O=S(=O)(Nc1cccc(-c2nc3cccnc3s2)c1)c1ccc2c(c1)CCCC2,i,-4,-3,i,.,1,-8,i,i,i,i
COCCN1Cc2cccc(C(=O)NCC3CCN(CC(C)C)C3)c2C1=O (configuration not stated),i,-1,.,i,-8,6,-7,i,i,i,i

(cont.)
structure,PolyA inh,GSK3beta inhib,GSK3A inh,KCNQ1 block,HDAC3 inh,Dyrk1A ADPGlo,hERG protect,KCNK3 inh,KCNK9 block,KCNQ1 pot,RGS4 act
CCn1c(=O)n(CC)c2cc(NS(=O)(=O)c3ccccc3)ccc21,i,-3,-4,i,.,12,-8,i,i,i,i
COc1ccc(NC(=S)NCCCn2ccnc2)cc1,i,4,0,i,-3,6,-2,i,i,i,i
CCOc1ccc(C(=O)C(C)OC(=O)Cn2[nH]c(=O)c3ccccc3c2=O)cc1 (configuration not stated),i,0,0,i,1,3,-14,i,i,i,i
COc1ccc(C2C(=O)c3ccccc3C2=O)cc1,i,0,-1,i,4,-1,-8,i,i,i,i
COc1cc(NC(=S)N2CCN(S(=O)(=O)c3ccccc3)CC2)cc(OC)c1,.,-1,.,i,0,.,-14,i,i,i,i
CC(=O)c1ccc(NC(=O)NC2CCCCCCC2)cc1,.,0,.,i,2,-10,-12,i,i,i,i
O=C(CSc1nccn(-c2ccc(Br)cc2)c1=O)NC1CCCC1,i,1,.,i,.,7,-2,i,i,i,i
CC(=O)c1ccc(N2CCN(C(=O)C3CCCN(c4ncnc5c4nc4n5CCCCC4)C3)CC2)cc1 (configuration not stated),i,0,4,i,2,2,-24,i,i,i,i
C=CCn1c(SCC(=C)C)nc2c1c(=O)[nH]c(=O)n2C,.,0,0,i,-9,-2,-14,i,i,i,i
COc1ccccc1N(O)C1CC(=O)N(c2ccc(F)cc2)C1=O (configuration not stated),i,1,-2,i,7,-6,1,i,i,i,i
CCOC(=O)c1nn(-c2ccccc2C)c2nc(CC(C)C)c(C#N)c(=O)n12,i,3,-1,i,-3,-2,-9,i,i,i,i
NNC(=O)C12CC3CC(C1)CC(n1ncnn1)(C3)C2,i,-3,1,i,6,-1,-6,i,i,i,i

Other compounds follow.
structure,PolyA inh,GSK3beta inhib,GSK3A inh,KCNQ1 block,HDAC3 inh,Dyrk1A ADPGlo,hERG protect,KCNK3 inh,KCNK9 block,KCNQ1 pot,RGS4 act
Cc1cc(NCCc2ccccc2F)n2ncnc2n1,i,-3,9,i,5,0,-5,i,i,i,i
CCCCN(C(=O)/C=C/c1ccco1)c1c(N)n(CCC)c(=O)[nH]c1=O,i,3,-2,i,2,.,-7,i,i,i,i
Oc1ccc(/C=N/NC(=S)NCC2CCCO2)cc1 (configuration not stated),i,3,-1,i,2,-6,-2,i,i,i,i
CCOC(=O)N1CCN(S(=O)(=O)c2ccc(C(=O)Nc3sc4c(c3C(N)=O)CCN(CC)C4)cc2)CC1,i,2,-3,i,0,5,-7,i,i,i,i
